WT yeast gro inh = growth inhibition of WT yeast, mitochondrial fusion screen | mitochondrial fusion phenotypic screen, WT strain | inhibition, % at 10 µM | 190,000 compounds, 2.1% hits | AID 1362; in the data active = inhibition above about 58%; tested in S. cerevisiae
b-catenin transl = beta-catenin nuclear translocation modulation | AID 1665 | 190,000 compounds, 0.3% hits | nuclear translocation activity, % at 5 µM | HeLa beta-catenin nuclear translocation, immunofluorescence imaging;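 active = nuclear translocation activity above 50% at 5 µM, with a well cell count of 50 or more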;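 note: per-cell ratio of nuclear to cytoplasmic median beta-catenin stain intensity; plate controls were DMSO negative control for no effect and GSK-3 inhibitor IX positive control for full effect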
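Test system: HeLa cells, endogenous beta-catenin; Compound: single 5 µM dose plus 0.02–20 µM confirmation series; Times: compound exposure 24 h at 37°C; Signal: fluorescence imaging of beta-catenin antibody stain plus DAPI; Read-out: % activation, nuclear-to-cytoplasmic median beta-catenin signal ratio per cell.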
Ins promoter up = MIN6 insulin promoter up-regulation | z-score at 5 µM | 190,000 compounds, 0.3% hits | MIN6 insulin promoter-GFP reporter, high-content imaging; active compounds read high;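 active = z-score above 3 at 5 µM with at least 500 cells counted in the well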
HIV peptide binding = inhibitors of HIV fusion peptide binding, primary screen, biochemical, uHTS, fluorescence dequenching (AID 1986); 290,000 compounds, 0.3% hits; inhibition, % at 20 µM; hits with a dose series show IC50 in µM; cell-free peptide binding, fluorescence dequenching, 30 min; higher % means a stronger effect; in the data active = inhibition mostly above about 52%, no sharp cut-off; inactive = mostly below about 76%; note: some results filed as inactive read as strong as hits
MT stabilize HCS = stabilizes microtubules in HeLa cells; 200,000 compounds, 0.83% hits; % tubulin-high responders, % at 10 µM; HeLa tubulin immunostaining HCS, 24 h; share of cells brighter than vehicle mean+2SD;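 active = plate Z-score above 3 for both tubulin-high and condensed-nucleus cell shares, with cell loss under 80%, at 10 µM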;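 note: anti alpha tubulin signal scored within the nucleus-defined area of each cell; some results filed as inactive read as strong as hits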
AID2073 = inhibitors of Mint1-CaV2.2 protein interaction, biochemical, HTRF (AID 2073); HTRF protein-protein interaction, Mint1-CaV2.2; higher % means a stronger effect; one-dose inhibition, % at 20 µM; IC50 in µM for titrated hits; 290,000 compounds, 0.19% hits; in the data active = inhibition mostly above about 51%, no sharp cut-off; note: some results filed as inactive read as strong as hits
Yfh1-off respiration = mitochondrial function rescue without frataxin homolog – Friedreich's ataxia, plus single-dose screen, dose response (AID 1465). 220,000 compounds, 0.074% hits. S. cerevisiae Yfh1-off respiration, WST-1 reduction, 72 h; higher fold induction means a stronger effect. fold induction at 50 µM; hits with a dose series show EC50 in µM;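 active = fold induction of absorbance versus untreated yeast above a set limit, then at least 30% activation at any dose in follow-up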;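 note: activators that raise dye reduction in frataxin-depleted yeast; strong numbers were not always called active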
Autophagy HCS = alters autophagy in cells | AID 463193 | calls only at 10 µM (by protocol) | MEF GFP-LC3 puncta imaging; test concentration mostly 10 µM | 190,000 compounds, 0.98% hits;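 active = percentage of spot-positive cells more than 3 SD above its plate mean, without a fluorescence outlier flag or 80% toxicity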;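 note: spot-positive cell cutoff set from DMSO-treated cells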
Dynein cargo inh = blocks dynein driven cargo transport along microtubules | AID 1381 | 220,000 compounds, 0.47% hits | z-score, hits read low | 3617.4 mouse cells, GR-EGFP nuclear translocation imaging; test concentration mostly 20 µM; stimulated with dexamethasone, 1 µM; active compounds read low;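 active = plate z-score of nuclear minus cytoplasmic receptor signal below a set negative limit, without overly bright fluorescence or cell loss, cut at about -3.5 in these data, passing the limit was not always enough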;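 note: z-score of nuclear minus cytoplasmic ring GR-EGFP intensity difference per well; some compounds called inactive have numbers as strong as hits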
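Buffer or medium: tet-free, stripped-serum medium; reagent: dexamethasone at 1.0 µM final, 30 min; incubation: 48 h induction, 1 h compound, 30 min dex at 37 °C; measured by: formaldehyde fixation, Hoechst nuclear stain, 10x automated fluorescence imaging; read-out: nuclear-to-cytoplasmic GR-EGFP distribution per well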
WT yeast gro inh mutant strain = recorded beside WT yeast gro inh, whose call it bears; inhibition, %; mitochondrial fusion phenotypic screen, mutant strain inhibition
Dynein cargo inh cytoplasmic EGFP = further read-out of Dynein cargo inh, marked with its call; z-score; measured here: cytoplasmic GR-EGFP intensity; active compounds read high
Dynein cargo inh nuclear GR-EGFP = second read-out of Dynein cargo inh, no call of its own (marks repeat the call); z-score; measured here: nuclear GR-EGFP intensity;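 lower value marks the stronger effect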
Dynein cargo inh cell count = also measured in Dynein cargo inh; calls as there; z-score; measured here: cell count per field
Ins promoter up cell count = also measured in Ins promoter up; calls as there; cell count; measured here: cytotoxicity, nuclei count;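 total cells summed across four imaged fields per well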
b-catenin transl cell count 5 µM = further read-out of b-catenin transl, marked with its call; cell count; measured here: cell count, cytotoxicity flag
MT stabilize HCS Hoechst-high % = recorded beside MT stabilize HCS, whose call it bears; % Hoechst-high responders; measured here: nuclear condensation Hoechst responders;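 share of cells brighter than vehicle mean plus two SD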
MT stabilize HCS cytotoxicity % = further read-out of MT stabilize HCS, marked with its call; toxicity, %; measured here: cytotoxicity by cell density;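 0% = mean cell density of plate MIN control wells and 100% = no cells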
Autophagy HCS cell loss 18 h = further read-out of Autophagy HCS, marked with its call; toxicity, %; measured here: cell loss, nuclei count;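 cell loss after 18 h compound exposure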
* marks the source's active call; other numbers are inactive results; i = inactive; nt = not tested or not shown.

SMILES	WT yeast gro inh	WT yeast gro inh mutant strain	b-catenin transl	b-catenin transl cell count 5 µM	Ins promoter up	Ins promoter up cell count	HIV peptide binding	MT stabilize HCS	MT stabilize HCS Hoechst-high %	MT stabilize HCS cytotoxicity %	AID2073	Yfh1-off respiration	Autophagy HCS	Autophagy HCS cell loss 18 h	Dynein cargo inh	Dynein cargo inh cytoplasmic EGFP	Dynein cargo inh nuclear GR-EGFP	Dynein cargo inh cell count
CC(C)CC(=O)N1CCC(O)(CS(=O)(=O)c2ccc(Cl)c(Cl)c2)CC1	-4	-30	-1.5	1125	-0.44	1224	1.2%	2.0	1.8	4.9	-8%	i	i	19	0.8	-0.15	0.54	-0.37
N#Cc1c(-c2cccs2)nc(SCc2ccc(Cl)cc2)[nH]c1=O	-8	-1	1.0	947	nt	nt	11µM*	2.1	1.8	7.5	37%	i	i	1	-0.018	-0.29	-0.069	0.24
Cc1cccc(NC(=O)C23CCC(C)(C(=O)O2)C3(C)C)c1 (stereo not drawn)	7	-10	1.2	1108	-0.63	1268	0.5%	3.2	3.3	11	1%	i	i	-9	0.21	-0.16	0.86	-1
COc1cccc(C(CC(=O)Nc2cccc3ccccc23)NC(=O)c2ccccc2)c1 (stereo not drawn)	-9	-5	-2.8	1393	2.4	1592	4.2%	2.0	1.9	7.5	-7%	i	i	-3	-1.2	-0.2	-0.63	0.61
Nc1c(S(=O)(=O)c2ccccc2)cnc2c(-c3ccc(F)cc3)cnn12	13	-18	1.9	1375	-0.52	1624	-3.8%	3.1	1.8	7.9	7%	i	i	-20	0.51	-0.2	0.99	0.81
Cc1n[nH]c(C)c1CCc1nc2c3ccccc3nc(SCC(N)=O)n2n1	-10	-15	-3.2	870	0.65	1158	-0.8%	9.4	2.5	11	8%	i	i	56	2	0.12	1.8	-2.4
CCOC(=O)c1sc2ncn(CC(=O)N(CC)CC)c(=O)c2c1C	5	15	-1.1	841	1	1211	-2.0%	5.7	2.9	8.8	-5%	i	i	14	0.29	-0.1	0.35	-0.34
NS(=O)(=O)c1ccc(CCNC(=O)Nc2ccc(Cl)c(Cl)c2)cc1	5	-4	-1.1	1059	0.89	840	-3.3%	2.1	1.0	12	-5%	i	i	-2	-0.37	0.22	-0.22	0.8
CCOC(=O)N1CCN(c2c(NCCc3ccc(C)cc3)c(=O)c2=O)CC1	-3	0	-2.9	1102	-0.33	1362	-0.8%	4.3	1.3	4.3	4%	nt	i	14	-0.55	-0.17	-0.00029	0.25
C=C(Cl)COC(=O)[C@H]1C2C=CC(C2)C1C(=O)O (stereo partly drawn)	-1	-4	-1.1	1051	nt	nt	-0.1%	2.4	2.3	12	12%	i	i	-7	0.063	-0.26	0.31	0.18
O=c1c(/C=N/OCc2ccc(Cl)cc2Cl)c[nH]n1-c1cccc(Cl)n1	56	49	0.4	1063	0.61	1149	52%	3.0	1.9	4.0	7%	i	i	-2	-0.45	-0.36	0.12	0.35
Cc1ccc(SCc2[nH]nc3c2C2(C(=O)Nc4ccc(F)cc42)C(C#N)=C(N)O3)cc1 (stereo not drawn)	8	-2	-1.6	980	0.4	950	-1.6%	3.0	1.9	9.7	-8%	i	i	-11	0.49	-0.2	0.42	-0.61
Cc1ccc(-c2nc(-c3cccnc3)no2)c(C)c1	29	19	nt	nt	-0.13	1210	3.0%	2.8	1.5	2.1	5%	i	i	-3	-0.92	-0.24	-0.43	1.2
Cn1c(SCc2nc(-c3ccccc3)no2)nnc1-c1cccs1	-14	-8	-0.5	1201	nt	nt	-0.5%	3.7	2.9	6.2	9%	i	i	-4	-0.28	-0.22	-0.12	0.57
COc1ccc(CC(=O)O)cc1O	-3	2	-4.5	1098	0.33	1373	-1.2%	2.8	1.7	7.5	12%	i	i	-10	-0.019	-0.26	0.38	-0.6
Cc1ccc(C)c(OCCCNC2CCCC2)c1C	12	5	3.0	929	0.21	1567	-0.2%	3.4	2.9	7.6	-4%	i	i	1	-0.63	-0.32	-0.39	1.6
CC1CCCN(C(=O)COc2ccc(-c3ccccc3)cc2)C1 (stereo not drawn)	24	20	-1.3	951	-0.36	1080	-0.8%	2.7	3.8	7.0	-11%	i	i	12	-0.093	-0.051	0.23	-0.58
COc1cccc(CN2CCN(Cc3nc(-c4cccc(F)c4F)oc3C)CC2=O)c1	9	-1	-0.7	1554	nt	nt	0.3%	1.8	2.4	11	16%	i	i	-4	-0.2	-0.2	0.2	0.017
CC(=O)c1cccc(NC(=O)Nc2ccc3c(c2)N(C)C(=O)CS3)c1	2	1	0.6	1083	-0.29	1231	0.2%	2.4	2.4	6.3	6%	i	i	3	-0.21	-0.22	0.023	0.87
CCOC(=O)c1ccc(NC(=O)N2CCN(S(C)(=O)=O)CC2)cc1	-5	0	1.2	1007	-0.08	1250	-1.4%	3.7	2.1	51	2%	i	i	3	1.5	-0.25	1.6	-2
O=C(COC(=O)c1cc([N+](=O)[O-])ccc1NCc1ccccc1Cl)NCC(F)(F)F	5	-5	-2.6	1051	-1.3	1385	2.0%	4.1	2.6	6.0	4%	i	i	14	0.21	-0.11	0.21	0.017
O=C(O)c1nn(-c2ccccc2C(F)(F)F)cc1O	nt	nt	0.0	1349	-0.71	1039	-2.1%	nt	nt	nt	50%	i	nt	nt	-0.81	-0.82	-0.66	0.23
CC(C)c1ccc(-c2nn[nH]n2)cc1	1	-15	-2.5	1149	1.2	1144	2.7%	5.6	3.5	7.3	-5%	i	i	-8	-0.13	0.48	0.5	-0.81
Cc1ccccc1CCN(CC(=O)NC1CCCCC1)C(=O)c1csnn1	-3	6	0.4	1506	-0.41	1539	-0.7%	4.8	2.2	12	4%	i	i	4	0.69	-0.38	-0.083	0.47
CC(SCc1ccccc1)C(=O)N/N=C/c1cccs1 (stereo not drawn)	5	3	2.5	1106	-0.63	1532	0.3%	2.1	1.2	8.2	-9%	i	i	26	0.42	-0.24	0.31	-0.24
Cc1cccc(NC(=O)C2CC(=O)N(c3ccccc3)C2)c1C (stereo not drawn)	-6	-8	-1.4	1372	-0.49	1049	-0.9%	3.7	1.4	1.5	2%	i	i	0	-0.26	-0.22	-0.85	0.2
N#CC(C#SN)=C1CCCCC1	-4	0	-4.9	799	-0.85	1218	-0.5%	3.6	3.6	7.2	-14%	i	i	-15	0.25	-0.13	0.33	0.42
Nc1ccc(-c2nc3ccc([N+](=O)[O-])cc3[nH]2)cc1	30	9	0.9	956	-0.34	1295	0.1%	3.4	2.9	5.2	14%	i	i	20	0.32	-0.2	-0.1	-0.076
S=C(Nc1ccccc1)Nc1ccc(Cl)cc1Cl	-2	-4	nt	nt	0.53	1919	-3.6%	3.4	2.5	3.3	-18%	i	i	3	-0.29	-0.24	-0.43	0.55
Cc1nn(CCCC(=O)NCc2ccc(Cl)cc2)c(C)c1[N+](=O)[O-]	0	-25	0.9	977	-0.82	1600	-2.0%	2.8	3.0	4.0	14%	i	i	5	-0.84	-0.29	0.33	0.67
COCCCNC(=O)c1ccccc1-c1cc(C)no1	nt	nt	0.5	1232	0.29	1163	0.0%	nt	nt	nt	0%	i	nt	nt	0.86	-0.18	0.39	-0.68
COC(=O)CC1(c2cccc3ccccc23)C(=O)c2ccccc2C1=O	11	18	-17	1223	nt	nt	126%	1.5	0.9	8.3	-2%	i	i	-4	0.88	-0.088	0.55	-0.29
Cc1cccc(N2CCN(C(=S)NCc3ccco3)CC2)c1C	57	23	0.8	521	0.12	1314	-2.7%	4.9	3.9	4.1	0%	i	i	4	1.1	-0.22	0.55	-1.2
CC(C)c1csc(CN2CCN(Cc3ccc(F)cc3)C(CCO)C2)n1 (stereo not drawn)	-2	-6	-2.2	1084	0.09	1471	0.4%	2.4	2.2	10	-10%	i	i	-3	-0.93	-0.083	-0.57	0.048
CC(=O)OC(C(=O)Nc1ccccc1)C(C)S(=O)(=O)c1ccccc1 (stereo not drawn)	-11	-14	0.8	1130	nt	nt	6.3%	2.5	1.1	7.3	4%	i	i	15	3.8	-0.014	1.5	-2.1
COc1ccc(C(C)C)cc1S(=O)(=O)N1CCN(c2ccccc2)CC1	66*	33*	-2.0	1120	0.6	1351	1.1%	3.7	1.5	0.5	-9%	i	i	7	2.6	-0.15	1.7	-2.1
Clc1cccc(Cl)c1CON/C=N/c1ncnc2sccc12	-7	5	-2.9	1082	-0.33	1818	-1.4%	0.9	1.1	4.1	4%	i	i	-1	-0.34	-0.2	-0.48	0.39

Random excerpt: 3 records from the list, in no set order.
SMILES	WT yeast gro inh	WT yeast gro inh mutant strain	b-catenin transl	b-catenin transl cell count 5 µM	Ins promoter up	Ins promoter up cell count	HIV peptide binding	MT stabilize HCS	MT stabilize HCS Hoechst-high %	MT stabilize HCS cytotoxicity %	AID2073	Yfh1-off respiration	Autophagy HCS	Autophagy HCS cell loss 18 h	Dynein cargo inh	Dynein cargo inh cytoplasmic EGFP	Dynein cargo inh nuclear GR-EGFP	Dynein cargo inh cell count
CC(SCc1ccccc1)C(=O)N/N=C/c1cccs1 (stereo not drawn)	5	3	2.5	1106	-0.63	1532	0.3%	2.1	1.2	8.2	-9%	i	i	26	0.42	-0.24	0.31	-0.24
Nc1ccc(-c2nc3ccc([N+](=O)[O-])cc3[nH]2)cc1	30	9	0.9	956	-0.34	1295	0.1%	3.4	2.9	5.2	14%	i	i	20	0.32	-0.2	-0.1	-0.076
N#CC(C#SN)=C1CCCCC1	-4	0	-4.9	799	-0.85	1218	-0.5%	3.6	3.6	7.2	-14%	i	i	-15	0.25	-0.13	0.33	0.42

Not a hit list; about 4.2% have a hit in one of these screens.
